From PubChem BioAssay
RmlCD inh mix: inhibitors of RmlC and RmlD coupled enzymes; RmlC/RmlD coupled enzyme inhibition, 384-well mixture HTS; inhibition, % at 5.5 µM; 110,000 compounds, 0.39% hits; in the data active = inhibition above about 30%, passing the limit was not always enough; also: strong numbers were not always called active
RT RNaseH block: blocks HIV-1 RNase H cleavage of RNA/DNA duplex; RT-RNase H RNA/DNA duplex cleavage, fluorescence; inhibition, % at 10 µM; 65,000 compounds, 1.9% hits; P04585; AID 565; in the data active = inhibition above about 50%
Starred values were filed as active, the others as inactive. An excerpt; count on the stated rates, not on these rows.

Start of the listing, in advance (two entries):
How did O=C1N[C@@H](Cc2cn(S(=O)(=O)c3ccccc3)c3ccccc23)C(=O)N[C@H]1Cc1ccccc1 do in these assays?
RmlCD inh mix: -9

Results for CCOc1ccccc1/C=N/NC(=O)c1ccc(Cn2cc([N+](=O)[O-])cn2)o1 ?
RmlCD inh mix: -14

This part in full, from the first entry:
How did O=C1N[C@@H](Cc2cn(S(=O)(=O)c3ccccc3)c3ccccc23)C(=O)N[C@H]1Cc1ccccc1 do in these assays?
RmlCD inh mix: -9

Results for CCOc1ccccc1/C=N/NC(=O)c1ccc(Cn2cc([N+](=O)[O-])cn2)o1 ?
RmlCD inh mix: -14

Results for CC(/C=C/C1(O)C(C)CC(=O)CC1(C)C)OC1OC(CO)C(O)C(O)C1O (centres undefined) ?
RmlCD inh mix: -15

Results for O=C(Nc1cc(C(F)(F)F)ccc1N1CCOCC1)c1ccccc1 ?
RmlCD inh mix: -35

Results for CC1(C)CC(=O)c2cc(C(=O)NC3CCSC3=O)c(=O)n(-c3ccccc3)c2C1 (centres undefined) ?
RmlCD inh mix: -8; RT RNaseH block: 5

How did COc1ccc(-n2c(N)c(C(=O)NCC3CCCO3)sc2=S)cc1 (centres undefined) do in these assays?
RmlCD inh mix: 37; RT RNaseH block: 7

How did C/C(Cl)=C\Cn1c(NCCc2ccccc2)nc2c1c(=O)n(C)c(=O)n2C do in these assays?
RmlCD inh mix: -12; RT RNaseH block: 9

What do the screens show for `CC(C)(C)c1ccc(OCC(=O)Nc2ccc(-c3nc4cccnc4o3)cc2)cc1`?
RmlCD inh mix: -20

What do the screens show for `COc1ccc(C2C(C(=O)O)c3ccccc3C(=O)N2C)cc1Br` (centres undefined)?
RmlCD inh mix: -13; RT RNaseH block: -3

Results for CCCCCn1c(N2CCOCC2)nc2c1c(=O)n(CC(N)=O)c(=O)n2C ?
RmlCD inh mix: -4; RT RNaseH block: -3

Results for Cc1cc(C)n2nc(-c3ccsc3-n3c(C)ccc3C)cc2n1 ?
RmlCD inh mix: 2

What do the screens show for `COc1ccccc1NC(=O)Cn1nnc(-c2ccccc2NC(=O)c2cc3ccccc3oc2=O)n1`?
RmlCD inh mix: 1

How did CC(=O)SC(C)CC(=O)NCc1ccccc1 (centres undefined) do in these assays?
RmlCD inh mix: 2

Results for CCN(CCO)c1nc(SC)nc2c1sc1nc(-c3ccco3)c3c(c12)CCC3 ?
RmlCD inh mix: 6

Results for Cc1cc(C)c2c(c1)/C(=N/NS(=O)(=O)c1ccccc1)CCC2 ?
RmlCD inh mix: 7

What do the screens show for `CCc1ccc(C2=Nn3c(nnc3-c3cccs3)SC2)cc1`?
RmlCD inh mix: 10; RT RNaseH block: -22

What do the screens show for `CC(C)OC(=O)CSc1nnc(SCc2cccc3ccccc23)s1`?
RmlCD inh mix: 3

Results for COc1cc2c(cc1OC)-c1cc(NCc3ccccn3)nc(=O)n1CC2 ?
RmlCD inh mix: 11; RT RNaseH block: -13

What do the screens show for `Cc1cc(S(=O)(=O)NC(C)C)ccc1OCC(=O)N1CCOCC1`?
RmlCD inh mix: 5

How did CC(C)(C)n1nnnc1C(c1ccc(C#N)cc1)N1CCCC2(CCCCC2)C1 (centres undefined) do in these assays?
RmlCD inh mix: -2; RT RNaseH block: 0

What do the screens show for `Cc1ccccc1-n1c(Cn2c(=O)sc3ccccc32)nnc1SC(C)C`?
RmlCD inh mix: 10; RT RNaseH block: -3

Results for COC(=O)c1ccc2c(c1)C(C)(C)C(/C=C/c1ccc(O)cc1)=[N+]2C ?
RmlCD inh mix: 19

What do the screens show for `C/C(=N\Nc1ccc(F)cc1F)c1ccc(F)cc1`?
RmlCD inh mix: -12

How did CCCCNC(=O)CCn1c(=O)c2ccccc2n(CC(=O)N2CC(C)CC(C)C2)c1=O (centres undefined) do in these assays?
RmlCD inh mix: -14; RT RNaseH block: -7

What do the screens show for `O=C(c1csc2c1CCCC2)N1CCCCC1`?
RmlCD inh mix: 5; RT RNaseH block: -7

What do the screens show for `Cc1ccc(S(=O)(=O)N(CC(=O)O)Cc2ccccc2)cc1`?
RmlCD inh mix: 6; RT RNaseH block: 1

What do the screens show for `Cc1ccc2cccc(OC(=O)N3CCCC3)c2n1`?
RmlCD inh mix: -13; RT RNaseH block: -4

Results for COc1ccc(NC(=S)Nc2nc(CC(=O)Nc3ccccc3OC)cs2)cc1 ?
RmlCD inh mix: 27

How did COc1cc2[nH]c3c(=O)n(CCN4CCCCC4)cnc3c2cc1OC do in these assays?
RmlCD inh mix: -5; RT RNaseH block: -3

How did Cc1ccc(NC(=O)CN(C)S(=O)(=O)c2cnc[nH]2)cc1C do in these assays?
RmlCD inh mix: -4; RT RNaseH block: -12

How did Cc1ccc(N2C(=O)C3C4C=CC(C4)C3C2=O)cc1 (centres undefined) do in these assays?
RmlCD inh mix: -8; RT RNaseH block: -4

Results for O=S1(=O)CC(O)C(Nc2ccccc2Cl)C1 (centres undefined) ?
RmlCD inh mix: 6; RT RNaseH block: -10

Results for CCCc1cc(C(=O)Nc2c(C)n(C)n(-c3ccccc3)c2=O)no1 ?
RmlCD inh mix: -8

How did O=C(Nc1ccccc1)N(Cc1cccnc1)Cc1ccco1 do in these assays?
RmlCD inh mix: 6; RT RNaseH block: -3

What do the screens show for `Cc1ccccc1-c1nnn(CC(=O)NCc2ccc3c(c2)OCO3)n1`?
RmlCD inh mix: -8; RT RNaseH block: -3

What do the screens show for `CCOC(=O)C(O)(C1C(=O)CC(C)(C)CC1=O)C(F)(F)F` (centres undefined)?
RmlCD inh mix: 1; RT RNaseH block: -7

What do the screens show for `CC(=O)Nc1c(C(=O)c2ccc(F)cc2)oc2ccccc12`?
RmlCD inh mix: 3; RT RNaseH block: 4

How did COC(=O)C1C(=O)C2=C(CC1C)NC(C)=C(C(=O)OC(C)C)C2c1ccc(C)o1 (centres undefined) do in these assays?
RmlCD inh mix: -49

How did Cc1nnc(SCC(=O)N2CCN(Cc3ccccc3)CC2)s1 do in these assays?
RmlCD inh mix: 17; RT RNaseH block: -9

Results for Cc1c(C(=O)Nc2ccc(C(=O)O)cc2)cnn1C ?
RmlCD inh mix: 9; RT RNaseH block: -3

How did CCCN1CCC[C@@H]2Cc3[nH]ncc3C[C@H]21 do in these assays?
RmlCD inh mix: 4

What do the screens show for `S=C(NCc1ccccn1)Nc1cccc(Cl)c1`?
RmlCD inh mix: -4

What do the screens show for `Cc1cc(-n2c(C)cc(C(=O)CSc3ccc4c(c3)OCCO4)c2C)no1`?
RmlCD inh mix: 14; RT RNaseH block: 1

Results for O=C1Cc2cccc3cccc1c23 ?
RmlCD inh mix: -2

Results for C=C(C)COc1ccc(-c2n[nH]c(C)c2Oc2ccccc2OC)c(O)c1 ?
RmlCD inh mix: -5; RT RNaseH block: 11

How did CC(c1ccccc1)C1CC(=O)N(Cc2ccco2)C1=O (centres undefined) do in these assays?
RmlCD inh mix: 0; RT RNaseH block: -2

What do the screens show for `CNC(=O)CSCCn1c(SCC(=O)NC)nc2ccccc2c1=O`?
RmlCD inh mix: -12; RT RNaseH block: 0

Results for COc1ccc(N2CCN(C(=O)CSc3nnc4c(C)cc5ccc(C)c(C)c5n34)CC2)cc1 ?
RmlCD inh mix: 11

The closing five records of the part before lead into the next.
Results for O=C1Cc2cccc3cccc1c23 ?
RmlCD inh mix: -2

Results for C=C(C)COc1ccc(-c2n[nH]c(C)c2Oc2ccccc2OC)c(O)c1 ?
RmlCD inh mix: -5; RT RNaseH block: 11

How did CC(c1ccccc1)C1CC(=O)N(Cc2ccco2)C1=O (centres undefined) do in these assays?
RmlCD inh mix: 0; RT RNaseH block: -2

What do the screens show for `CNC(=O)CSCCn1c(SCC(=O)NC)nc2ccccc2c1=O`?
RmlCD inh mix: -12; RT RNaseH block: 0

Results for COc1ccc(N2CCN(C(=O)CSc3nnc4c(C)cc5ccc(C)c(C)c5n34)CC2)cc1 ?
RmlCD inh mix: 11

What do the screens show for `COc1ccc(NCc2ccc(OC)c(OC)c2)cc1`?
RmlCD inh mix: 4; RT RNaseH block: 1

What do the screens show for `Clc1cc(Cl)cc(C2=NC(Cc3ccccc3)CO2)c1` (centres undefined)?
RmlCD inh mix: -44

What do the screens show for `CC(C)OCCCNC(=O)c1ccc(Br)cc1`?
RmlCD inh mix: 72

Results for CCOC(=O)c1c(C)[nH]c(C(=O)OCC(=O)Nc2ccc(OCC)cc2)c1C ?
RmlCD inh mix: 7

What do the screens show for `Cc1cc(C)nc(N2CCCC(C(=O)Nc3nnc(C)s3)C2)n1` (centres undefined)?
RmlCD inh mix: 4; RT RNaseH block: -10

Results for O=C(NCc1nc2ccccc2[nH]1)C1=C[C@@H](c2ccccc2)C[C@@H](OCc2ccc(CO)cc2)O1 ?
RmlCD inh mix: 18

Results for Cc1ccc(-n2c(O)c(C=NC3CCS(=O)(=O)C3)c3ccccc3c2=O)cc1C (centres undefined) ?
RmlCD inh mix: -11

Results for CCOc1ccccc1C(=O)NCC(=O)OCC(=O)NCCc1ccc(S(N)(=O)=O)cc1 ?
RmlCD inh mix: 7; RT RNaseH block: -14

Results for Cc1ccc(C)c(NS(=O)(=O)c2cc(C(=O)NCCC3=CCCCC3)ccc2C)c1 ?
RmlCD inh mix: -5

How did CCOC(=O)C1CCN(Cc2ccc(OC)cc2OC)CC1 do in these assays?
RmlCD inh mix: -19; RT RNaseH block: 3

How did Cc1oc(C)c2c(=O)ccc3c(c12)OC(N)=C(C#N)C3c1ccccc1 (centres undefined) do in these assays?
RmlCD inh mix: -9; RT RNaseH block: -5

Results for Cc1ccc(-c2nc3ccsc3c(=O)o2)cc1 ?
RmlCD inh mix: -9

Structures above that contain bromine (2):
What do the screens show for `COc1ccc(C2C(C(=O)O)c3ccccc3C(=O)N2C)cc1Br` (centres undefined)?
RmlCD inh mix: -13; RT RNaseH block: -3

What do the screens show for `CC(C)OCCCNC(=O)c1ccc(Br)cc1`?
RmlCD inh mix: 72

Following part.
Results for Cc1cc(-c2ccc3c(c2)COc2c4ccccc4nn2-3)on1 ?
RmlCD inh mix: -8

What do the screens show for `CCOC(=O)N1CCN(C(=O)c2ccccc2-c2ccccc2)CC1`?
RmlCD inh mix: -2; RT RNaseH block: 21

How did CC(C)n1c(N2CCN(C(=O)NCc3ccccc3)CC2)nc2ccccc21 do in these assays?
RmlCD inh mix: -1; RT RNaseH block: 24

Results for Cc1ccc2nsnc2c1S(=O)(=O)NCc1ccc2c(c1)OCO2 ?
RmlCD inh mix: 2; RT RNaseH block: -25

Results for COc1ccc(OC(C)C(=O)Nc2cccc(OC)c2)cc1 (centres undefined) ?
RmlCD inh mix: 4; RT RNaseH block: -4

How did Cn1c(N)c(C(=O)COC(=O)c2cc(C3CC3)nc3ccccc23)c(=O)n(C)c1=O do in these assays?
RmlCD inh mix: -6

How did COCCCNC(=O)C1CC(=O)N(CCc2ccccc2)C1 (centres undefined) do in these assays?
RmlCD inh mix: 2

How did Cc1nc2[nH]onc2c2nccc(=O)c12 do in these assays?
RmlCD inh mix: 3; RT RNaseH block: -5

What do the screens show for `CC(=NC1CCCC1)c1c(C)[nH]n(-c2nc3ccccc3s2)c1=O`?
RmlCD inh mix: -29; RT RNaseH block: -9

Results for CCOC(=O)CSc1nnc(-c2ccccc2OC)o1 ?
RmlCD inh mix: 9; RT RNaseH block: -8

Results for Cc1nn(Cc2ccc(F)cc2)c(C)c1NC(=O)c1cnn2cccnc12 ?
RmlCD inh mix: -4; RT RNaseH block: -31

How did O=C(CN1C(=O)c2ccccc2C1=O)Nc1ccccc1C(=O)NC1CCCCCC1 do in these assays?
RmlCD inh mix: -8

Results for Cc1cc2nc(C3CCN(CC4COc5ccccc5O4)CC3)[nH]c2cc1C (centres undefined) ?
RmlCD inh mix: 2; RT RNaseH block: -3

How did CCN(CC)c1ccc(NC(=O)c2ccc(Cl)nc2)cc1 do in these assays?
RmlCD inh mix: -12

Results for CCOc1nc(-c2ccc(OC)cc2)ccc1-c1noc(-c2ccncc2)n1 ?
RT RNaseH block: 41

Results for O=C(CSCc1ccccc1Cl)N1CCN(c2ccccn2)CC1 ?
RmlCD inh mix: 7; RT RNaseH block: -27

What do the screens show for `CCOC(=O)CC1(c2ccccc2)CCOC(C)(C)C1` (centres undefined)?
RmlCD inh mix: -26

What do the screens show for `CCOC(=O)C(C)Oc1cccc2c(=O)n(CC(=O)Nc3ccc4c(c3)OCCO4)ccc12` (centres undefined)?
RmlCD inh mix: 11; RT RNaseH block: 7

Results for CCCc1nc(SCC(=O)Nc2ccccc2OC)c2c(=O)n(C)c(=O)n(C)c2n1 ?
RmlCD inh mix: 6; RT RNaseH block: -10

Results for C=C1C(=O)[C@@]23[C@H](O)C[C@@H]4C(C)(C)CC[C@H](O)[C@]4(C)[C@@H]2C[C@H](O)[C@@H]1[C@H]3O ?
RmlCD inh mix: -9

What do the screens show for `O=C(CSc1nnc(-c2ccco2)n1Cc1ccccc1)NC(=O)NCc1ccco1`?
RmlCD inh mix: 3; RT RNaseH block: -58

What do the screens show for `COC(=O)C1C2C=CC3(CN(c4ccc(Cl)c(F)c4)C(=O)C13)O2` (centres undefined)?
RmlCD inh mix: -7; RT RNaseH block: -6

What do the screens show for `COc1cccc(-c2cc(C(=O)O)no2)c1`?
RmlCD inh mix: 1

What do the screens show for `Cc1snc(S(=O)(=O)Cc2c(Cl)cccc2Cl)c1C#N`?
RmlCD inh mix: 2

What do the screens show for `Cc1cc2cc(CNC(=O)c3cccs3)ccc2[nH]1`?
RmlCD inh mix: -9

How did CCOC(=O)Cn1c(=O)c2c(nc(Br)n2Cc2ccccc2Cl)n(C)c1=O do in these assays?
RmlCD inh mix: -15

How did CC(C)C[C@H](NC(=O)c1nc[nH]c1C(=O)N1CCc2ccccc2C1)C(=O)OCc1ccccc1 do in these assays?
RmlCD inh mix: 2

Results for OCCN(Cc1ccccc1)Cc1ccccc1F ?
RmlCD inh mix: 12; RT RNaseH block: -9

Results for O=C(O)c1cn(-c2ccccc2)nc1-c1ccncc1 ?
RmlCD inh mix: -11; RT RNaseH block: 4

How did COC(=O)CCCC1=CC2=CC(=O)C(C)(OC(=O)c3ccco3)C(=O)C2=CO1 (centres undefined) do in these assays?
RmlCD inh mix: -15

What do the screens show for `Cc1nc2ccc(F)cc2cc1C(=O)NC(C)C`?
RmlCD inh mix: 8; RT RNaseH block: -13
